DAX1 inh-1 = DAX1 (NR0B1) inhibitors, primary screen, cell-based, HEK293, Gal4-DAX1, luciferase luminescence; Nuclear receptor subfamily 0 group B member 1 (Homo sapiens), P51843; HEK293 Gal4-DAX1 luciferase reporter; inhibition, % at 6.75 µM; 340,000 compounds, 0.99% hits; AID 504766, 2011;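 active = inhibition above the mean over all tested compounds plus 3 SD, cut at about 4.2% in these data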;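 also: 0% = DAX1-transfected cells with DMSO and 100% = empty-vector control cells with DMSO; inhibition shows as a rise in luminescence from relieved DAX1 repression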
Target sequence (P51843 207-470 limits assumed): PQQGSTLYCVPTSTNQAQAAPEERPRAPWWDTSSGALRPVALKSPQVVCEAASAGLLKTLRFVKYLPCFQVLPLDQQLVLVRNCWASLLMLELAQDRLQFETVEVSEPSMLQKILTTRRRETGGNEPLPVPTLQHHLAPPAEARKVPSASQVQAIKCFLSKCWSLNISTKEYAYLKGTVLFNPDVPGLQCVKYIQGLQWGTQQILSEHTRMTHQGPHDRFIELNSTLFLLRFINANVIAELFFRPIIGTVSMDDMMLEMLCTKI
hgDAF12 agonist = H. glycines DAF-12 receptor agonists, primary screen, cell-based, luminescence, HEK293, GAL4 fusion, UAS-luciferase; Nuclear hormone receptor DAF-12 (Heterodera glycines), GAL4 fusion; HEK293 GAL4-hgDAF12 UAS-luciferase reporter, agonist luminescence; normalized to butyrate control; activation, % at 6.8 µM; 370,000 compounds, 1.8% hits; AID 687014, 2013;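 active = activation above a cutoff set at the mean of all screened compounds plus 3 SD, cut at about 10% in these data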;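 also: 0% = DMSO wells and 100% = sodium butyrate wells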
PLC-beta3 inh = human PLC-beta3 inhibitors, primary screen, biochemical, fluorescence; 1-phosphatidylinositol 4,5-bisphosphate phosphodiesterase beta-3 (Homo sapiens), Q01970; Purified PLC-beta3, fluorogenic substrate; inhibition, % at 12.2 µM; 370,000 compounds, 0.18% hits; AID 720704, 2013; in the data active = inhibition above about 11%;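 also: 0% = median of compound wells on plate and 100% = full blocker control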
NR1D1 modulator = modulators of Rev-erb alpha DNA binding, primary screen, biochemical, FITC-DNA, fluorescence polarization, uHTS. 370,000 compounds, 0.79% hits. activity, % at 10 µM. AID 1259318, 2017. Nuclear receptor subfamily 1 group D member 1 (Homo sapiens), P20393. Rev-erbα–FITC-DNA binding, 90 min;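 active = activity above about 14%, limit read from the data; passing the limit was not always enough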;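 also: 0% = DMSO wells with 35 nM protein and 100% = DMSO wells with 750 nM protein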
hcDAF12 agonist = H. contortus DAF-12 nuclear receptor activators, primary screen, cell-based, luminescence, HEK293, lit1-tk-luc reporter | 370,000 compounds, 1.4% hits | activation, % at 6.8 µM | HEK293 hcDAF-12 lit1-tk-luc reporter; 0% DMSO, 100% Δ7-dafachronic acid;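 active = activation above the mean of all tested compounds plus 3 SD, cut at about 5.5% in these data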;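 also: 100% = response to 3 µM Δ7-dafachronic acid high control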
DAX1 inh-2 = DAX1 (NR0B1) inhibitors on StAR promoter, primary screen, cell-based, luminescence, SF-1 (NR5A1), full-length DAX-1; inhibition, % at 6.8 µM; 370,000 compounds, 1.1% hits; HEK293T StAR-luciferase reporter, SF-1/DAX-1 repression relief; AID 652010, 2013;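 active = inhibition above the mean over all tested compounds plus 3 SD, cut at about 3.6% in these data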;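 also: 0% = DAX-1 cells with DMSO and 100% = cells lacking DAX-1 with DMSO; higher inhibition means more luminescence from relief of DAX-1 repression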
MBD2 DNA inh = inhibitors of MBD2 binding to methylated DNA, primary screen, biochemical, TR-FRET, DNA-binding domain, human | 370,000 compounds, 0.31% hits | AID 686964, 2013 | inhibition, % at 4.4 µM | Methyl-CpG-binding domain protein 2 (Homo sapiens), Q9UBB5 | MBD2 binding to methylated oligonucleotide; in the data active = inhibition above about 13%
ssDAF12 agonist = S. stercoralis DAF-12 nuclear receptor activators, primary screen, cell-based, luminescence, HEK293, GRIP1 co-expression, lit1-tk-luc; 370,000 compounds, 1% hits; Nuclear hormone receptor DAF-12 (Strongyloides stercoralis); HEK293 ssDAF-12/GRIP1 lit1-tk-luc reporter; % of 3 µM dafachronic acid response; activation, % at 6.8 µM;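 active = activation above the mean over all tested compounds plus 3 SD, cut at about 0.9% in these data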;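 also: 0% = DMSO-only wells and 100% = 3 µM delta7-dafachronic acid wells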
PLC-gamma1 inh = PLC-gamma1 enzyme inhibitors, primary screen, biochemical, fluorescence, purified enzyme. inhibition, % at 12.2 µM. 370,000 compounds, 0.84% hits. 1-phosphatidylinositol 4,5-bisphosphate phosphodiesterase gamma-1 (Homo sapiens), P19174. fluorogenic substrate; in the data active = inhibition above about 9.5%
SMARCA2 act = SMARCA2 (BRM) function activators, primary screen, cell-based, luminescence, high throughput; activation, % at 9.1 µM; AID 652017, 2013; 370,000 compounds, 1% hits; MG213 cells, MMTV-luciferase reporter, dexamethasone, overnight; in the data active = activation above about 7.8%;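 also: 0% = vehicle wells and 100% = reference activator wells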
ADAM17 inh = ADAM17 inhibitors, primary screen, biochemical, QFRET; recombinant ADAM17, EDANS/DABCYL FRET peptide cleavage; 370,000 compounds, 0.83% hits; inhibition, % at 6.95 µM;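 active = inhibition above the mean of compounds lying between control limits plus 3 SD, set per campaign, cut at about 8.5% in these data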;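 also: 0% = DMSO-only wells as the low control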
Target sequence (P78536 215-824 limits assumed): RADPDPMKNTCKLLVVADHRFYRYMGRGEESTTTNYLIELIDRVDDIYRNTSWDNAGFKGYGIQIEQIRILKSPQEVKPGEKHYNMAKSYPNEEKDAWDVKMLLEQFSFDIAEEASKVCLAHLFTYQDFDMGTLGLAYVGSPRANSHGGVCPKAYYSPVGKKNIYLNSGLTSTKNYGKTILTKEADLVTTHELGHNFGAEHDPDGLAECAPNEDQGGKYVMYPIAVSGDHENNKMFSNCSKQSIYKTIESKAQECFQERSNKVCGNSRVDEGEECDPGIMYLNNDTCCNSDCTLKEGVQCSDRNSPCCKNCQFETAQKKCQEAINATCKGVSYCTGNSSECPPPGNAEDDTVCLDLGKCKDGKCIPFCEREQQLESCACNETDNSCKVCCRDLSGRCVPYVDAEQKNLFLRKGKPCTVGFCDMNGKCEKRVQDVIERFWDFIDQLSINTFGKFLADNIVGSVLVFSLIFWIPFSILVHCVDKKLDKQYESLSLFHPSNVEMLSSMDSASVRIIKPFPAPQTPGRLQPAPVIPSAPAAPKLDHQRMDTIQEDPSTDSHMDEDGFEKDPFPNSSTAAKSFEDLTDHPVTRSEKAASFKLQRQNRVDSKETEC
* = called active by the depositor; i = inactive; . = no result given.

compound	DAX1 inh-1	hgDAF12 agonist	PLC-beta3 inh	NR1D1 modulator	hcDAF12 agonist	DAX1 inh-2	MBD2 DNA inh	ssDAF12 agonist	PLC-gamma1 inh	SMARCA2 act	ADAM17 inh
CCn1c(Cc2ccccc2)nnc1SCC(=O)Nc1ccccc1	-0.7	-0.7	2	1	-0.3	-0.9	0	-1.2	0	-4	0
O=C(CCCN1C(=O)NC2(CCCC2)C1=O)N1CCN(S(=O)(=O)c2ccccc2)CC1	-0.8	-2.5	-5	-2	-0.5	-0.2	-1	-1.0	2	-5	-5
COc1ccc(/C=N/O)cc1COc1ccc(NC(C)=O)cc1	-0.5	2.7	-2	0	-0.9	-0.3	5	-1.5	-3	-4	-4
Cc1ccccc1OCc1nnc2n1CC(C)S2 (centres undefined)	4.6*	2.6	6	1	0.5	-0.7	-1	0.1	6	2	2
CCOC(=O)COc1c(OC)cc(Cl)cc1C1Nc2ccccc2C(=O)N1c1ccc(F)cc1 (centres undefined)	0.1	1.8	i	-3	-1.1	1.5	2	-1.4	-497	-1	-279
C/C(CCc1ccco1)=N\NC(=O)CNc1c(Br)cc(Br)cc1Br	6.8*	2.5	-7	.	0.3	-0.2	0	-0.7	0	-3	2
Cc1[nH]c2ccccc2c1SCC(=O)N1CCC(C)CC1	-0.4	-2.8	-3	2	-1.7	-0.3	2	-2.2	-1	-1	-1
C[n+]1ccccc1/C=C/c1ccc([N+](=O)[O-])cc1	0.6	-2.9	3	2	-2.1	-0.6	-6	-0.8	-2	0	3
Cc1ccn2c(=O)nc(SCC(=O)NCc3ccccc3)nc2c1	0.7	-0.8	-30	2	-0.6	1.2	-3	-1.0	-24	-2	-11
Cc1ccc(NC(=O)c2cccc(NC3=NC4CS(=O)(=O)CC4S3)c2)cc1C (centres undefined)	0.9	-4.8	0	-3	-1.0	0.0	1	-0.9	2	2	-2
CCc1ccc(CNCc2ccc(OCC(O)CN(C)Cc3ccccc3)cc2)nc1 (centres undefined)	-1.2	-1.7	-7	-1	-1.4	-1.5	0	-1.8	0	-4	-2
O=C1c2ccccc2C(=O)N1CCCc1nc2ccccc2c(=O)n1CCCn1ccnc1	0.1	0.7	3	8	-0.6	1.4	2	-1.6	4	-1	0

Going on with the list.
compound	DAX1 inh-1	hgDAF12 agonist	PLC-beta3 inh	NR1D1 modulator	hcDAF12 agonist	DAX1 inh-2	MBD2 DNA inh	ssDAF12 agonist	PLC-gamma1 inh	SMARCA2 act	ADAM17 inh
C=CCN1C(=O)/C(=c2\sc3nc(=O)c(Cc4ccc(OC)c(OC)c4)nn3c2=O)c2ccccc21	.	-1.4	-13	-3	0.1	-0.1	-2	-1.1	-4	-1	-3
O=C(c1cc(COc2c(F)cccc2F)on1)N1CCC(c2ccncc2)CC1	-2.1	-3.8	-4	-3	-3.4	-4.2	-2	-3.0	1	-3	-4
Nn1c(SCC(=O)NC(=O)Nc2ccc3c(c2)OCCO3)nnc1C1CC1	-0.8	3.9	2	-2	-0.8	0.1	-4	-1.1	-1	-1	-1
COc1cccc(NC(=O)C(=S)NC2CCCCC2)c1	1.6	23*	-2	3	7.2*	9.2*	-4	0.2	0	5	-1
O=C(NCc1ccoc1)c1ccc(NC(=O)c2ccccc2Cl)cc1	0.6	2.5	-6	-2	-0.8	0.1	0	-0.6	-3	1	-4
O=C(NC1CCCCC1)C(Cc1ccccc1)N1C(=O)C2C3CCC(C3)C2C1=O (centres undefined)	-0.6	-1.8	3	-1	-2.8	0.0	-2	-1.6	1	0	1
O=C(CCN1C(=O)COc2ccccc21)N1CCN(c2ccccn2)CC1	0.6	0.6	1	.	1.2	0.5	-1	-1.2	-2	-2	-4
CCOC(=O)c1cnn(-c2nc(-c3ccccc3F)cs2)c1C(F)(F)F	2.4	1.5	9	4	-1.1	0.4	0	-1.4	9.8*	-4	5
CC(=O)Nc1ccc(NC(=S)NC(=O)/C=C/c2ccco2)cc1	-1.6	-2.3	-13	-2	0.9	0.1	0	-0.5	-1	-2	-4
O=C(N/N=C/c1ccccc1[N+](=O)[O-])c1ccc(COc2ccccc2-c2ccccc2)cc1	-0.8	6.4	-10	10	3.5	0.8	-3	-0.6	-3	2	3
O=C(NCCCN1CCCC1=O)c1ccc2c(c1)OCO2	-0.2	1.9	1	-2	1.4	0.4	2	-1.6	0	-1	-3
Cc1ccccc1OCc1nc2ccccc2c(=O)n1/N=C/c1ccco1	-0.8	3.3	-1	-3	-1.2	-0.4	1	-0.9	-2	3	-5

hcDAF12 agonist: entries above that show a hit
| compound | DAX1 inh-1 | PLC-beta3 inh | NR1D1 modulator | hcDAF12 agonist | DAX1 inh-2 | MBD2 DNA inh | ssDAF12 agonist | PLC-gamma1 inh | SMARCA2 act | ADAM17 inh |
| --- | --- | --- | --- | --- | --- | --- | --- | --- | --- | --- |
| COc1cccc(NC(=O)C(=S)NC2CCCCC2)c1 | 1.6 | -2 | 3 | 7.2* | 9.2* | -4 | 0.2 | 0 | 5 | -1 |

Following part:
compound	DAX1 inh-1	hgDAF12 agonist	PLC-beta3 inh	NR1D1 modulator	hcDAF12 agonist	DAX1 inh-2	MBD2 DNA inh	ssDAF12 agonist	PLC-gamma1 inh	SMARCA2 act	ADAM17 inh
CC(C)(C)c1cc[n+](C2=C([O-])c3ccccc3C(=O)/C2=N\S(=O)(=O)c2ccccc2)cc1	.	-1.8	-6	0	-1.2	-0.5	1	-1.0	0	-1	0
CCCCNC(=O)C1CCC(=O)N1CCc1ccccc1 (centres undefined)	1.0	3.7	3	0	2.6	0.0	8	-0.8	1	5	1
CCCCc1c(O)nc(SCC(=O)c2ccccc2)[nH]c1=O	0.6	2.4	-3	1	0.1	-0.5	1	-0.7	-2	0	-10
COc1cc2c(cc1OC)C(COc1cccc(C(F)(F)F)c1)NCC2 (centres undefined)	-0.7	-2.1	-21	10	-1.6	0.0	2	-1.6	-12	-1	-5
CCOC(=O)c1[nH]c2ccc(F)cc2c1NC(=O)CCN1CCSCC1	0.2	-0.1	-24	0	0.1	0.1	3	-1.3	-22	2	-21
CCOC(=O)c1c(NC(=O)Cc2cccs2)sc(C(=O)NC2CCCCC2)c1C	0.1	0.2	1	18	-2.7	0.4	2	-0.8	0	-2	-3
CNC(=O)c1nc(C)n(-c2ccc([N+](=O)[O-])cc2)n1	0.5	-2.9	2	0	-0.7	0.0	-2	-0.5	4	2	-1
CCOC(=O)C1CCN(C(=O)c2cc3c(OC)c(OC)c(OC)cc3[nH]2)CC1	3.3	1.8	-56	-4	-0.9	0.6	2	-0.7	-30	0	-2
O=C(CSc1ccccn1)Nc1ccccc1F	-0.4	4.9	2	-1	-0.5	0.9	4	-0.3	4	1	1
CCO[C@@H]1OC(C(=O)NCc2ccccc2)=C[C@H](c2ccc(C(F)(F)F)cc2)[C@H]1CCCO	0.2	-1.0	0	2	-2.2	-0.2	-2	-1.6	0	0	1
O=C1/C(=C/c2c[nH]c3ccccc23)CCC/C1=C\c1c[nH]c2ccccc12	-1.8	-1.3	-108	1	2.6	-0.8	-4	-1.0	-105	1	-5
Cc1c(NC(=O)COC(=O)C2CC3C=CC2C3)c(=O)n(-c2ccccc2)n1C (centres undefined)	-0.1	-1.8	2	-2	-1.1	-0.5	-2	-1.3	0	0	-3

Individual results from the results shown:
Reading of `O=C(NCCCN1CCCC1=O)c1ccc2c(c1)OCO2` under ADAM17 inh: -3
Reading of `CCO[C@@H]1OC(C(=O)NCc2ccccc2)=C[C@H](c2ccc(C(F)(F)F)cc2)[C@H]1CCCO` under DAX1 inh-1: 0.2

(further entries)
compound	DAX1 inh-1	hgDAF12 agonist	PLC-beta3 inh	NR1D1 modulator	hcDAF12 agonist	DAX1 inh-2	MBD2 DNA inh	ssDAF12 agonist	PLC-gamma1 inh	SMARCA2 act	ADAM17 inh
CCSc1nnc(NC(=O)c2cccc3ccccc23)s1	0.2	0.2	-8	-7	-0.6	-0.3	-2	-0.9	-7	0	0
COc1cccc(Oc2nc(-c3ccncc3)nc3ccccc23)c1	.	-0.8	-5	7	0.7	0.4	0	-1.1	2	-4	0
Cc1cccc(N(C(=O)C(F)(F)F)C(C(=O)NC2CCCCC2)c2cccs2)c1 (centres undefined)	1.5	2.5	-1	0	-0.6	0.4	0	-0.5	1	-1	-6
CCc1ccccc1N(CC(=O)NCC1CCCO1)C(=O)CCC(=O)Nc1cc(C)on1 (centres undefined)	0.2	-2.6	-2	1	-1.3	-0.1	-6	-0.4	2	0	1
CC(C)n1c(NCc2ccccc2O)nc2ccccc21	1.4	-0.5	-5	1	-1.8	-0.6	-2	-1.6	-1	-2	-3
O=C(N/N=C/c1c[nH]c2ccccc12)c1cccc(O)c1	2.1	9.6	-16	5	4.0	1.1	-4	0.1	-8	1	-4
CC(C)CNC(=O)CN1C(=O)NC2(CCc3ccccc32)C1=O (centres undefined)	-0.3	3.8	-6	7	0.4	-0.1	-2	-1.4	1	-2	5
Cc1ccccc1CN1CCCCC(NC(=O)c2ccc3ccccc3c2)C1=O (centres undefined)	.	-4.0	-1	6	-4.9	-2.1	1	-1.3	2	-3	22*
O=C(CN1C(=O)NC2(CCCCCC2)C1=O)c1ccc(F)cc1	0.2	2.3	-9	5	2.4	0.4	8	-0.3	3	0	-7
CC1=NN(c2ccccc2)C(=O)/C1=C/C=C/c1ccc(N(C)C)cc1	0.5	-1.8	0	-14	-2.2	0.7	-4	-0.8	4	-1	5

Bioassay records (PubChem)
